# RGS4 inh – human RGS4 inhibition. Transcreener GDP fluorescence polarization, RGS4-accelerated GTP hydrolysis. 390,000 compounds, 0.039% hits. AID 504845. Potency, µM (top dose mostly 114 µM), for the others: top-dose activity change, negative = inhibition, hits mostly inhibitors; note: potency is the fitted concentration of half-maximal effect; % is set by controls: 0 for no effect and ±100 for the full control effect; nearly all actives have a fitted effect of over 75% in size; some results filed as inactive show a strong effect at the top dose
# Target sequence (P49798 whole entry, looked up): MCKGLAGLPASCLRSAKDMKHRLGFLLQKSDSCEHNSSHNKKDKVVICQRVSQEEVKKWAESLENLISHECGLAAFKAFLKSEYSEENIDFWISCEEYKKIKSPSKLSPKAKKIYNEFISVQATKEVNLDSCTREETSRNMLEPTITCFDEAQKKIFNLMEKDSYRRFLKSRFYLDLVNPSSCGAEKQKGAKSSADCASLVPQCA
#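 MLSMR compounds (23 nl, pin-transferred) preincubated 10 min at room temperature with a 500nM (2x) first reagent, then RGS4 at 900nM (2x) plus Transcreener GDP mix added; fluorescence polarization (620/688 nm) read before and after 90 min at 30 °C.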
# Glioma ERSR ind – inducers of ER stress response in human glioma cells. AID 602332. 420,000 compounds, 0.02% hits. U87-MG GRP78 promoter luciferase reporter, 16 h. Potency, µM, inactives show at the top dose activation, actives largely listed as activators; note: potency is the fitted concentration of half-maximal effect; series mostly up to about 76 µM; % of control where 0% means no effect; nearly all actives have a fitted effect of over 35% in size
#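 Stably transfected U87-MG human glioma cells carrying a GRP78-based luminescent sensor were seeded at 1000 cells/well, pin-dosed with compounds and incubated 16 h. Luciferase reagent was then added, and end-point luminescence was read after 10 min at room temperature.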
# Vif-APOBEC3F blk – inhibitors of Vif-A3F interaction | HeLa A3F-eYFP + Vif (tagged APOBEC3F with the HIV-1 protein that degrades it), YFP fluorescence increase | Potency, µM (highest dose often 46.1 µM), for inactives: at the top dose activity, negative = active | 390,000 compounds, 0.2% hits | AID 602313; note: potency is the fitted concentration of half-maximal effect; % of control where 0% means no effect; nearly all actives have a fitted effect of over 65% in size
#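 HeLa cells stably expressing Vif plus C-terminally eYFP-tagged A3F were seeded, incubated overnight at 37 deg C, dosed with compound, incubated overnight again at 37 deg C. Yellow fluorescence (Ex 488/Em 500-530) reported blocked Vif-mediated A3F-eYFP degradation.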
# Vif-APOBEC3G blk – inhibitors of Vif-APOBEC3G interaction; HeLa A3G-eYFP + Vif (tagged APOBEC3G with the HIV-1 protein that degrades it), YFP fluorescence, overnight; Q9HC16; Potency, µM (titrated, usually from 46.1 µM), for the others: at the highest dose activity, negative = active, actives largely listed as inhibitors; AID 602310; 410,000 compounds, 0.076% hits;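 note: potency is the fitted concentration of half-maximal effect; % is set by controls: 0 for no effect and ±100 for the full control effect; nearly all actives have a fitted effect of over 60% in size; hits raise eYFP signal because A3G escapes Vif-driven loss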
# Target sequence (Q9HC16 whole entry, looked up): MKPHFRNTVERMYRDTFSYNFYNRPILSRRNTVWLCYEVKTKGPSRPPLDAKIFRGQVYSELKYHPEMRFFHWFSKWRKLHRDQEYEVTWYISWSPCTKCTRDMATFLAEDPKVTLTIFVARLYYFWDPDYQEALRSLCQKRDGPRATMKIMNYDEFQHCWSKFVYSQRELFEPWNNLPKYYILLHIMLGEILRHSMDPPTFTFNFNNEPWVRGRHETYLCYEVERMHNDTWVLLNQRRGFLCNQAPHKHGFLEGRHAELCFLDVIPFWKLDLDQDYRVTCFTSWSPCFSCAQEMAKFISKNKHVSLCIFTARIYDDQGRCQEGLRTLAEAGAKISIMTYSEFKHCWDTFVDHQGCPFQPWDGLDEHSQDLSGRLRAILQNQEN
#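 Read-out is eYFP fluorescence (Ex 488/Em 500-530) from Vif-expressing HeLa A3G-eYFP cells; more signal means A3G escaped Vif-mediated degradation. Cells plated overnight, compound pinned in, incubated overnight at 37 deg C.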
# TrxR1 inh – blocks rat thioredoxin reductase 1; O89049; recombinant rTrxR1, NADPH fluorescence consumption, selenite substrate; AID 588453; Potency, µM (doses to about 114 µM), inactives show top-dose activity change, negative = inhibition, most hits filed as inhibitors; 390,000 compounds, 1% hits; note: potency is the fitted concentration of half-maximal effect; % is set by controls: 0 for no effect and ±100 for the full control effect; nearly all actives have a fitted effect of over 65% in size
#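 Rat TrxR1 (90 nM in the dispensed reagent) was pre-reduced with 400 uM NADPH for 5 min at room temperature, then incubated with compound for 15 min. After 400 uM selenite was added, NADPH fluorescence (Ex 340/Em 450 nm) was followed for 8 min.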
# USP1-UAF1 inh – blocks the human USP1/UAF1 deubiquitinase complex | recombinant USP1/UAF1, Ub-Rhodamine cleavage fluorescence | 390,000 compounds, 0.23% hits | O94782 | Potency, µM (series often up to 57.1 µM), for inactives: at the top dose activity change, negative = inhibition, hits mostly inhibitors; note: potency is the fitted concentration of half-maximal effect; % is set by controls: 0 for no effect and ±100 for the full control effect; nearly all actives have a fitted effect of over 60% in size; inactives centre near -12
#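 1 nM enzyme complex + cpd, 15 min RT; start with Ub-Rho 150nM final; kinetic fluorescence ex 480/em 540, 6 reads q60 s. Buffer 50mM HEPES pH 7.8, 0.5mM EDTA, 0.1 mg/ml BSA, 1mM TCEP, 0.01% Tween-20.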
# mIDH1 inhibitor – human IDH1 R132H inhibition | O75874 | IDH1-R132H enzyme, NADPH consumption, diaphorase/resazurin fluorescence | Potency, µM (doses to about 76.6 µM), for inactives: at the highest dose activity change, negative = inhibition, hits mostly inhibitors | 390,000 compounds, 0.093% hits | AID 602179; note: potency is the fitted concentration of half-maximal effect; % is set by controls: 0 for no effect and ±100 for the full control effect; nearly all actives have a fitted effect of over 65% in size
# Target sequence (O75874 whole entry R132H, stated change not applied): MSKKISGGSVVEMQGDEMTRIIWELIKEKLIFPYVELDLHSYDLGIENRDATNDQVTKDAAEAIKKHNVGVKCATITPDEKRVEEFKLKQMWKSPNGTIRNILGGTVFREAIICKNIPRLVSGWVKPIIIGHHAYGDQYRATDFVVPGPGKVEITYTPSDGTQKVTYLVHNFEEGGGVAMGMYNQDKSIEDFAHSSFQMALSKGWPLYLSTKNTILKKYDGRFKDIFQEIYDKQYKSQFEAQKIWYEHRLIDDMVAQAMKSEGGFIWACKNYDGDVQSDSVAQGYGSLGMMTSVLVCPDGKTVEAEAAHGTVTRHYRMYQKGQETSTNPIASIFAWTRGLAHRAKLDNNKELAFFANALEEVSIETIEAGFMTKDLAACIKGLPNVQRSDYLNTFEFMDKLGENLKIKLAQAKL
#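 IDH1-R132H (0.5 ug/mL) preincubated 30 min with compound, then NADPH (0.016 mM) and alpha-KG (2 mM) added; 80 min at RT, pH 7.5. Remaining NADPH coupled via diaphorase/resazurin to fluorescence (540/590 nm); concentration-response curves normalized to no-enzyme control.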
# LDHA block – LDHA (human) enzyme inhibition; AID 1347041; 480,000 compounds, 0.15% hits; purified LDHA, NADH/diaphorase-resazurin fluorescence; active compounds read low; activity change, % (values are at about 110 or 230 µM); P00338; in the data active = activity change below about -30%; inconclusive = mostly about -25% to -30%;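 note: plate controls were DMSO wells for no effect and wells without enzyme for full effect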
#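 Human LDH5 (2 nM) was incubated with 0.06 mM NADH and 0.2 mM pyruvate for 5 min at room temperature in Tris pH 7.4. Remaining NADH was coupled through diaphorase/resazurin, and resorufin fluorescence was read at 0 and 20 min.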
# TrxR1 substrate – rat thioredoxin reductase 1 substrate activity | O89049 | purified TrxR1 substrate turnover, NADPH consumption readout | Potency, µM (doses to about 114 µM), without a hit: at the top dose activity change, negative = substrate turnover | 390,000 compounds, 0.01% hits | AID 588456; note: potency is the fitted concentration of half-maximal effect; % is set by controls: 0 for no effect and ±100 for the full control effect; nearly all actives have a fitted effect of over 50% in size
#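 Rat TrxR1, dispensed at 90 nM, was prereduced with 400 uM NADPH (final) for 5 min at ~22 deg C, then incubated with compound 15 min before 400 uM selenite. A first-read NADPH fluorescence drop versus no-compound background flagged substrates.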
# Starred values were filed as active, the others as inactive; ? = inconclusive; . = not tested or not shown; & = joins results of further samples; [ ] = dose if it differs, or a comment. Unless noted, calls come from the whole dose curve; as a rule, active = well fitted curve in the direction sought with a large enough effect; inconclusive = small, poorly fitted or top-dose-only effect, or another doubt; inactive = no such curve, though single readings can be large; an effect the other way counts as inactive or inconclusive.
SMILES,RGS4 inh,Glioma ERSR ind,Vif-APOBEC3F blk,Vif-APOBEC3G blk,TrxR1 inh,USP1-UAF1 inh,mIDH1 inhibitor,LDHA block,TrxR1 substrate
O=C(CSc1n[nH]c(=O)n1C1CC1)N1N=C(c2ccc(Cl)cc2)CC1c1ccco1 (stereo unspecified),-12%,-2%,7%,-5%,7%,-17%,1%,-2,9%
CCOc1ccc(N(CC(=O)NCCSc2ccccn2)S(=O)(=O)c2ccc(Cl)cc2)cc1,-12%,-5%,15%,-1%,35%[activator],-19%,3%,2,6%
C/C(=N\NC(=O)C1CC1)c1ccccc1Br,9%,-4%,2%,0%,20%,-24%,-2%,-2,1%
COc1ccc(S(=O)(=O)N(C)CC(=O)NCCCN2CCOCC2)cc1Cl,-20%,-1%,-22%,-5%,6%[57.1 µM],-3%,-1%,-2,-6%[57.1 µM]
Cc1cccc(-c2noc(CN(C(=O)COc3ccc(Br)cc3C)C(C)C)n2)c1,12%,-3%,1%,7%,22%,-5%,9%,1,-5%
CCOc1ccccc1NC(=O)c1cc(-c2cc(OC)c(OC)c(OC)c2)nc2ccccc12,-36%,-2%,1%,-2%,18%,-8%,-2%,-2,15%
O=C1c2ccccc2-c2n[nH]c3cccc1c23,?,-4%&0%&-1%&-1%&-2%&9%,2%,2%,35%[activator],-2%,13%,-4,16%[57.1 µM]
Clc1cccc(CSc2nnc(-c3c[nH]c4ccccc34)o2)c1,-32%,5%,-7%,3%,11%[57.1 µM],-10%,9%,0,2%
CCCOc1ccc(NC(=O)CC2C(=O)N(c3ccc(C)cc3)C(=O)N2CCc2ccncc2)cc1 (stereo unspecified),3%,-2%,2%,-4%,11%,-10%,-6%,-2,-8%
COC(=O)C1=C(C)N(CCCC(=O)O)C(=O)NC1c1ccc(OC)cc1 (stereo unspecified),-12%,-3%,0%,1%,6%[57.1 µM],-30%,8%,0,-3%[57.1 µM]
CC(C)(C)n1nnnc1C(c1cccc(C#N)c1)N1CCN2CCCC2C1 (stereo unspecified),2%,-6%,-5%,-1%,-9%,-13%,7%,-9,-1%
Cc1ccccc1NC(=O)c1c(F)c(F)c(F)c(F)c1F,3%,-4%,4%,-1%,13%,-8%,4%,-9,3%
COc1ccc2c(c1)C(=O)CC(c1ccc3c(c1)OCCO3)O2 (stereo unspecified),-9%,4%,1%,1%,9%[57.1 µM],-14%,2%,-1,5%[57.1 µM]
Cc1nnc(SCC(=O)Nc2sccc2C#N)n1Cc1ccccc1,-11%,-3%,1%,0%,23%[57.1 µM],-16%,0%,-4,10%[57.1 µM]
CC1CN(S(=O)(=O)c2ccc(C(=O)NN3CCN(C)CC3)cc2)CC(C)O1 (stereo unspecified),-1%,-1%,8%,-6%,-9%,-21%,4%,-2,-7%
CCOP(=O)(c1ccc(N(C)C)cc1)C(O)c1cc(OC)c(OC)c(OC)c1 (stereo unspecified),-12%,-2%,2%,-7%,6%,-18%,3%,-6,4%
N#C/C(=C/c1cn(Cc2ccccc2Cl)c2ccccc12)C(=O)Nc1cccc(Cl)c1,-33%,-4%,-3%,1%,72%[activator],-11%,0%,-2,0%
O=C(CSc1nnc(Cc2cc(=O)[nH]c(=O)[nH]2)n1-c1ccccc1)N1CCCc2ccccc21,3%,1%,-3%,0%,-26%,-16%,2%,-2,6%
Cc1ccc2c(c1C)NC(C(=O)O)C1CC=CC21 (stereo unspecified),?,-1%,-2%,0%,2.5µM*,?,-2%,14,13%
CCOC(=O)c1ccc2nc(C)cc(Nc3cccc(C(=O)O)c3)c2c1,-28%,1%,7%,-1%,1%,-22%,-6%,-1,4%
COc1ccc(-c2cc(C(F)F)n3ncc(C(=O)N4CCN(C(=O)c5ccco5)CC4)c3n2)cc1,-8%,-1%,-1%,0%,4%,1%,9%,1,49%[activator]
Cc1ccc(/C=N/NC(=O)c2cc(C)oc2C)cc1,11%,-3%,14%,7.9µM*,12%,-11%,-1%,-13,-2%
CC(=O)N1c2ccc(S(=O)(=O)N3CCCCC3)cc2CC1C(=O)Nc1ccc(C)cc1 (stereo unspecified),-1%[11.4 µM],3%,4%,-3%,18%,-22%,0%,-3,-1%
Cc1occc1C(=O)NCc1cccc(CNC(=O)c2ccoc2C)c1,?,-5%,-8%,-7%,8.9µM*,-4%,-6%,4,-4%

# Brought forward from above: 2 entries, followed by the next part.
SMILES,RGS4 inh,Glioma ERSR ind,Vif-APOBEC3F blk,Vif-APOBEC3G blk,TrxR1 inh,USP1-UAF1 inh,mIDH1 inhibitor,LDHA block,TrxR1 substrate
CC(=O)N1c2ccc(S(=O)(=O)N3CCCCC3)cc2CC1C(=O)Nc1ccc(C)cc1 (stereo unspecified),-1%[11.4 µM],3%,4%,-3%,18%,-22%,0%,-3,-1%
Cc1occc1C(=O)NCc1cccc(CNC(=O)c2ccoc2C)c1,?,-5%,-8%,-7%,8.9µM*,-4%,-6%,4,-4%
CCCn1c(SCC(=O)NC(C)c2ccccc2)n[nH]c1=O (stereo unspecified),2%,-6%,1%,0%,9%[57.1 µM],-4%,-7%,-10,-7%
C[n+]1c(/C=C/c2ccc(O)cc2)ccc2ccccc21,-31%,-1%,9%,1%,11%[57.1 µM],-23%,5%,-1,-8%[57.1 µM]
N#Cc1cccc(C(=O)Nc2cc(S(=O)(=O)N3CCOCC3)ccc2N2CCCC2)c1,11%,0%,?,2%,4%,-2%,-4%,-5,-9%
c1ccc(N2CC3CCc4ccccc4C3=N2)cc1 (stereo unspecified),-9%,5%,-1%,1%,47%[activator],-21%,5%,1,112%[activator]
Cc1cc(Cl)ccc1N1C(=O)CC(SCCC(=O)O)C1=O (stereo unspecified),-14%,-4%,-7%,-1%,-14%,-16%,7%,-5,7%
CCSc1nc2c(cnn2-c2ccccc2)c(=O)n1N,-10%,6%,1%,-1%,14%,-21%,0%,-4,3%
CC(=O)Nc1nnc(-c2ccccn2)o1,-11%,-3%,3%,0%,14%[57.1 µM],-15%,3%,0,41%
C[n+]1cccc2ccc3c(c21)OC(N)=C(C#N)C3c1ccccc1 (stereo unspecified),-44%,1%,-14%,-2%,-1%[57.1 µM],2%,12%,26,-1%
COc1ccc(C2CC(=O)C3=C(C2)NC(C)=C(C#N)C3c2ccc(N(C)C)cc2)cc1 (stereo unspecified),31%,-3%,-9%,-6%,-5%,-4%,2%,-4,-9%
CCN(CC(=O)Nc1ccc2c(c1)OCCO2)C(=O)c1ccccc1Br,-9%,2%,-16%,0%,6%,-14%,13%,3,4%
O=C(NCCN1CCOCC1)C1(C(F)(F)F)C/C(=C\Cc2ccccc2)CCCO1 (stereo unspecified),-7%&-10%,-5%&-4%,2%,3%&-2%,0%&-32%,?,-2%[38.3 µM],1,-3%&-3%
CC(C)CCN1CC(=O)N2Cc3[nH]c4ccccc4c3C[C@H]2C1=O,-27%,-2%,?,-14%,10%,-19%,1%,-2,2%
Clc1ccc(/C=C/c2ncc3ccccn23)cc1,-17%,2%,-19%,-7%,26%[57.1 µM],-17%,9%,-3,19%[57.1 µM]
CCOCCCn1c(SCc2ccccc2)nnc1-c1ccncc1,8%,-4%,4%,3%,26%,-20%,10%,-3,7%
CCn1ccc2cc(S(=O)(=O)N3CCC(C(=O)NCc4ccc(F)cc4)CC3)ccc21,-9%,-2%,4%,1%,20%[57.1 µM],-17%,-9%,0,4%[57.1 µM]
CCOC(=O)c1ccc(Oc2coc3cc(O)ccc3c2=O)cc1,14%,7%,-1%,1%,8%[57.1 µM],-4%,2%,1&10,7%[57.1 µM]
O=C(CS(=O)(=O)c1ccc(Br)cc1)N1CCOCC1,15%,4%,2%,2%,31%,-12%,5%,-7,0%
CC(=O)CSc1ccc(C(=O)O)cn1,8%,-4%,-1%,0%,5%[57.1 µM],-17%,1%,-6,10%[57.1 µM]
CC(=O)c1ccc(NC(=O)c2ccc(-n3cncn3)c([N+](=O)[O-])c2)cc1,-39%,-4%,0%,0%,9%,-17%,0%,4,-4%
CCC(Sc1nccn1C)C(=O)Nc1ccc(Cl)cn1 (stereo unspecified),11%,-3%,4%,0%,6%,-9%,-5%,-7,-7%
Cc1cccc2cc(C#N)c(SCCN3CCCCC3)nc12,19%[11.4 µM],20%,5%,2%,22%[57.1 µM],-9%,-1%,-5,10%[57.1 µM]
CC1CCCN(C(=O)COC(=O)c2ccc(=O)n(Cc3ccccc3)n2)C1 (stereo unspecified),1%,1%,1%,0%,-1%,-6%,1%,-6,-2%
Cn1c(=O)n(C)c2cc(NC(=O)c3ccccc3)ccc21,.,3%,-6%,1%,.,-11%,-7%,1,.
N#Cc1ccc(C(=O)Nc2ccc3ccccc3c2)cc1,3%,-1%,-7%,-2%,21%,?,6%,-2,7%
C=CCn1c(O)c(C2=c3ccccc3=NC2=O)sc1=Nc1ccc(O)cc1,0%,1%,-1%,-1%,7%,-22%,-2%,2,-2%
Cc1ccc(S(=O)(=O)Nc2ccc(O)c3ccccc23)c(C)c1,-12%,2%,6%,-15%,?,?,16%,25,-1%[57.1 µM]

# The list is partial (hit frequency here may not be typical).
